Screening results (PubChem)
Rpn11 block – Rpn11 (human) deubiquitinase inhibition; O00487; human 26S proteasome, Ub4-pepOG fluorescence polarization; 20S core pre-blocked with epoxomicin; calls only at 20 µM; hit rate 0.59% among 360,000; AID 588493;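 active means inhibition at 20 µM, scaled to each plate's controls, above about 33%, limit read from the data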
Target sequence (O00487 whole entry, looked up): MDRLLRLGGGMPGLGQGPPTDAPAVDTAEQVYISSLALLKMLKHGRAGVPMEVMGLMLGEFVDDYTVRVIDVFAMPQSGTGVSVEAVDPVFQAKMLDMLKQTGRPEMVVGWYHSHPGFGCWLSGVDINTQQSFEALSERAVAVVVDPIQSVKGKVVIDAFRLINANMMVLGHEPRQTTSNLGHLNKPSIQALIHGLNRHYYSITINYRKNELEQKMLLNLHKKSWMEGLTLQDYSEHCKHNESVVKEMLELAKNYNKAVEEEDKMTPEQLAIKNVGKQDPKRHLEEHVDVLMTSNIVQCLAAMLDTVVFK
CSN inh – blocks human CSN-mediated cullin deneddylation; Q92905; Purified CSN, SCF-Nedd8-OG deneddylation, fluorescence polarization; inhibition, % at 12.5 µM; hit rate 0.38% among 360,000; AID 651999;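 active means pattern-corrected inhibition above about 35%, with an unprinted fluorescence ratio check between 0.5 and 1.5, limit read from the data, passing the limit was not always enough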;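 further: 0% = enzyme with substrate and 100% = substrate without enzyme; some results filed as inactive read as strong as hits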
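assay system = purified human Csn5 enzyme expressed in HEK293T cells | amount = 0.24 nM enzyme | buffer or medium = Tris/NaCl/DTT buffer, pH 7.5 | reagent = 10 nM SCFSkp2-Nedd8OG | compound = one concentration, 12.5 µM, 0.25% DMSO | times = 90 min reaction at room temperature | signal = FP | read-out basis = % inhibition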
PABP1 MLLE inh – inhibitors of microRNA-mediated deadenylation, human PABP1 MLLE binding. hit rate 0.36% among 360,000. inhibition, % at 20 µM. P11940. GST-MLLE / FITC-PAM2 fluorescence polarization; in the data active means inhibition above about 35%, passing the limit was not always enough;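 further: plate controls were DMSO wells with GST-MLLE for no effect and wells lacking GST-MLLE protein for full effect; some results filed as inactive read as strong as hits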
NadD block – blocks S. aureus nicotinate mononucleotide adenylyltransferase | purified NadD enzyme, colorimetric absorbance read-out | inhibition, % at 20 µM | hit rate 0.78% among 360,000; in the data active means inhibition above about 26%; further: some compounds past the cut are filed as inactive
Scp-1 inhibitor – Scp-1 (human) phosphatase inhibition; Q9GZU7; AID 493091; hit rate 0.88% among 340,000; inhibition, % at 20 µM; Recombinant Scp1, phosphopeptide, malachite green phosphate absorbance;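 active means inhibition above about 50% at 20 µM, limit read from the data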;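 further: plate controls were DMSO wells with enzyme for no effect and wells lacking enzyme for full effect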
Target sequence (Q9GZU7 76-261 limits assumed): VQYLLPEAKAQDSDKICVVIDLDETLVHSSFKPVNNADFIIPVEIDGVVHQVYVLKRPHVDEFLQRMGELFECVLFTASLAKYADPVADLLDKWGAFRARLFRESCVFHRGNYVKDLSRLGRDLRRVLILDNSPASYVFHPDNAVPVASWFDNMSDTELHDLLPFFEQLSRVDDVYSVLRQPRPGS
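Assay system: SCP-1 catalytic fragment, aa 76-261 | Buffer or medium: Tris acetate buffer pH 5.5 with MgCl2 and Tween-20 | Compound: One concentration, 20 µM, with 1.0% DMSO | Also added: Phospho 17-mer peptide substrate | Signal: Absorbance at 630 nm | Incubation: 45 min enzyme reaction at room temperature | Measure: % inhibition of SCP-1 phosphate liberation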
LMPTP block – blocks human LMPTP phosphatase | P24666 | recombinant LMPTP-A, OMFP fluorogenic substrate, fluorescence intensity | inhibition, % at 20 µM | hit rate 0.22% among 360,000 | AID 651560;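 active means compounds that cut the enzyme signal by at least half of the control window in the single-dose screen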;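 further: plate controls were DMSO wells with enzyme plus substrate for no effect and substrate without enzyme for full effect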
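Test system: LMPTP-A, protein tyrosine phosphatase of low molecular weight; Input: 0.625 nM enzyme; Incubation: 50 min dark incubation at room temperature; Signal: endpoint fluorescence intensity from OMFP dephosphorylation; Read-out basis: % inhibition versus control wells.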
SUMO1-SIM PPI – SUMO1-SIM interaction modulation. hit rate 0.33% among 360,000. inhibition, % at 20 µM. P63165. SUMO1 binding to a labelled peptide, TR-FRET, 1 h. AID 602429; in the data active means inhibition above about 37%
DNMT1 inh – inhibitors of human DNMT1; P26358; DNMT1 molecular beacon, Hinp1I cleavage, fluorescence; inhibition (reported as % activation of signal), % at 10 µM; hit rate 0.83% among 360,000; AID 588458; in the data active means inhibition above about 50%
Tb MetRS inh – Trypanosoma brucei MetRS inhibition | inhibition, % at 11.9 µM | hit rate 0.4% among 360,000 | purified T. brucei MetRS, ATP depletion, Kinase-Glo luminescence;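 active means inhibition above a per-plate cutoff of the control wells' mean inhibition plus 3 SD, cut at about 5.5% in these data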;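 further: 0% = DMSO wells median and 100% = median of wells with control inhibitor compound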
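technique = Kinase-Glo luminescence, ATP depletion format | system = purified MetRS (methionyl-tRNA synthetase) enzyme from Trypanosoma brucei | timing = 15 min preincubation, 2 h reaction, all 25 °C | evaluation = percent inhibition versus plate control medians | dosing = single dose, 11.9 µM final nominal, 0.9% final DMSO | also added = substrates ATP, L-methionine and bulk Escherichia coli tRNA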
STEP inh – inhibitors of human striatal-enriched phosphatase STEP | P54829 | recombinant STEP, OMFP fluorogenic substrate, fluorescence | inhibition, % at 20 µM | hit rate 0.25% among 360,000 | AID 588621;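 active means inhibition at 20 µM, scaled per plate between control wells, above about 37%, limit read from the data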;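 further: 0% = DMSO with enzyme and substrate and 100% = substrate only without enzyme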
Target sequence (P54829 whole entry, looked up): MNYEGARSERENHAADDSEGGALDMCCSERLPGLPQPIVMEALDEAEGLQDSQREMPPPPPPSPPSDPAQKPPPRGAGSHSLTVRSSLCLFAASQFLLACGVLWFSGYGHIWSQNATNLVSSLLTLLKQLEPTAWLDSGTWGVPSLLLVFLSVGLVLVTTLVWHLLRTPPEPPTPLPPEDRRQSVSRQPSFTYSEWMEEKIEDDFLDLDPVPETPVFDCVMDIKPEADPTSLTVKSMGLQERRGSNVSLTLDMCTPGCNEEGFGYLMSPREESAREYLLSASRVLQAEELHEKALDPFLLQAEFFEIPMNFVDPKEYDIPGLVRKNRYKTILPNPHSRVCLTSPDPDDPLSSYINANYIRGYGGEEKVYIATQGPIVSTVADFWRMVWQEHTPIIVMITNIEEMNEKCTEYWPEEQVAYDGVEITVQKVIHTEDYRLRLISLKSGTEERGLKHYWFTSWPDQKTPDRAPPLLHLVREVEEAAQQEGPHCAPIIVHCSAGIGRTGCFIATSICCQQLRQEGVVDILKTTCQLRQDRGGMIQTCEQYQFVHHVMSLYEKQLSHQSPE
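Material: STEP (striatal-enriched tyrosine phosphatase) enzyme, cell-free | Medium: 50 mM Bis-Tris pH 6.0 with 2.5 mM DTT and 0.005% Tween 20 | Read-out: Percent inhibition scaled to no-enzyme and uninhibited-enzyme controls, plate-pattern corrected | Signal: Fluorescence read at 480 nm ex / 540 nm em | Times: 20 min reaction, room temperature, in the dark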
* = called active by the depositor; i = inactive; / = not tested or not shown.

SMILES	Rpn11 block	CSN inh	PABP1 MLLE inh	NadD block	Scp-1 inhibitor	LMPTP block	SUMO1-SIM PPI	DNMT1 inh	Tb MetRS inh	STEP inh
N#CC1(NC(=O)COC(=O)c2nc(Cl)ccc2Cl)CCCCC1	i	-3	-6	-3	-1	-1.1	4	-3	-0.1	1
COc1ccccc1-c1cc(C2CC2)nc(N)c1C#N	i	-2	12	-2	-6	-1.2	1	-2	0.2	2
COc1ccc2cc(C3CC(c4cccs4)=NN3S(C)(=O)=O)c(Cl)nc2c1 (centres undefined)	i	5	-12	6	-6	0.5	-7	-6	-0.1	0
Cc1c(OCC(=O)NC2CCN(Cc3ccccc3)CC2)ccc2c3c(c(=O)oc12)CCC3	i	2	-3	8	-1	10	-2	5	-0.2	4
COC(=O)c1nc2n(n1)C(c1cccc(Cl)c1)C1=C(CC(C)(C)CC1=O)N2 (centres undefined)	i	5	1	-2	-6	0.4	-1	2	-0.8	0
CCc1nnc(NC(=O)c2cc(-c3cccnc3)nc3ccccc23)s1	i	6	-4	6	-4	0.1	15	-4	-0.2	-2
CN(CCc1ccccn1)S(=O)(=O)c1ccccc1F	i	3	10	0	-2	-1.6	-2	0	-1.3	-7
C=CCOc1c(Br)cc(/C=N/O)cc1OCC	i	2	-1	-5	2	-0.1	-1	0	0.6	-3
O=C(Nc1cccc(-c2nnc(-c3ccccc3)o2)c1)C1CC1	i	2	3	-5	-9	0.3	1	-1	-0.3	0
CN1CCN(CCN2CCn3c2nc2ccccc23)CC1	i	3	1	-8	3	-5.7	7	-1	-0.9	1
CC1CCCC(NC(=O)CCNC(=O)c2ccc(Br)cc2)C1C (centres undefined)	i	0	5	-1	0	-0.1	4	-1	-0.4	1
CC1CCc2c(sc3nn[nH]c(=O)c23)C1 (centres undefined)	i	0	27	3	-4	-7.0	-9	-3	-0.5	2
CCc1ccccc1NC(=O)Nc1cnccn1	i	0	2	-2	4	-2.2	-1	2	0.0	-2
COc1cccc(CCNC(=O)C2CCCN(c3ncnc4c3nc3n4CCCCC3)C2)c1OC (centres undefined)	i	-2	-10	1	-8	-0.2	0	0	-0.5	1
Cc1nnc(CN(C)Cc2cn[nH]c2-c2ccc(-c3ccccc3)cc2)o1	i	2	-4	-2	-5	-1.8	1	2	-0.7	1
Cc1nc(-c2ccccn2)nc(SCC(=O)c2ccc(F)cc2)c1Cl	i	-6	-1	4	0	1.1	1	0	-0.8	1
COc1ccc(CSc2ncnc3sccc23)cc1F	i	-6	-9	-10	-10	1.7	5	-1	0.4	1
CC(C)(C)n1nnnc1C(c1cccc(C#N)c1)N1CCC(Cc2ccccc2)CC1 (centres undefined)	i	3	-18	-1	-1	1.7	0	-6	-1.2	-4
Cc1ccc(N2CC(C(=O)Nc3nnc(SCC(=O)Nc4nc(C)cs4)s3)CC2=O)cc1 (centres undefined)	i	-2	-23	18	-2	-0.9	0	3	-1.5	-1
O=C1C(C=NCCCN2CCCC2=O)=C(O)c2ccccc21	i	-6	7	4	0	-0.3	-4	-4	0.3	3
CC(=O)N(C)C[C@@H]1Oc2ncc(C#Cc3ccc(F)cc3)cc2C(=O)N([C@@H](C)CO)C[C@H]1C	i	2	9	0	/	-2.0	-1	1	0.8	-1
CN(CC(=O)NCc1cccnc1)S(=O)(=O)c1cc(Cl)ccc1Cl	i	1	-3	-1	-2	-0.4	0	-1	0.1	0
Cc1ccc(C)c(S(=O)(=O)NCC(=O)Nc2ccc3c(c2)OCO3)c1	i	-1	-2	-4	-2	-1.5	2	0	0.0	-1
CCN(CC)CCCNC(=S)N(CCO)Cc1cc2cc3c(cc2[nH]c1=O)OCO3	i	-3	0	1	0	-0.7	3	1	-0.4	7
CCCCNC(=O)CCn1nc(-c2ccccc2)c2ccccc2c1=O	i	-4	5	1	-11	-1.2	-1	1	-0.6	-2
CC(C)C(=O)Nc1cccc(C(=O)NCc2ccc(S(N)(=O)=O)cc2)c1	i	3	-1	-2	-8	-1.1	-3	15	0.0	-8
CC12C=CC(=O)C=C1CCC1C2C(=O)C[C@@]2(C)C1CCC2(O)C(=O)CO (some centres undefined)	i	4	-3	-2	-1	-1.3	-1	7	-0.9	-1
CCCCn1c(N)c(N(CCC(C)C)C(=O)c2ccc3c(c2)OCO3)c(=O)[nH]c1=O	i	1	4	-5	4	1.3	2	10	-0.8	0
O=C(NCc1ccco1)c1ccc2c(c1)N(Cc1ccccc1)C(=O)CS2	i	3	-4	-7	-14	0.5	4	-1	0.2	0
O=C(O)/C(=C\c1cccc(O)c1)c1ccc(S(=O)(=O)N2CCCC2)s1	i	8	-10	3	45	3.4	-12	29	-0.3	-1
COc1ccc2cc3cc(C(=O)N(C)C4CCCCC4)oc3nc2c1	i	7	-15	2	-1	2.1	-41	0	-0.5	-1
O=C(Nc1ccccc1C(=O)N1CCCCC1)c1cccs1	i	-1	11	0	-5	-1.7	1	0	0.0	3
O=C(CNc1ccc(F)cc1)c1ccccc1	i	0	12	1	-3	0.7	3	-2	0.2	0
Cc1ccc(SCCN2CCN(C)CC2)cc1	i	1	-2	-2	6	-2.4	3	7	-0.5	-8
c1ccc(-c2cnc(-c3ccccc3)nn2)cc1	i	-1	1	-5	5	-1.7	-6	3	0.2	-2
CC(O)c1c(-c2ccccc2)nn(C)c1Cl (centres undefined)	i	-8	-13	-2	-2	-1.5	2	4	-0.5	0
COc1ccc(NC(=O)C2Cc3c(-c4cccc(NC(C)=O)c4)ccnc3O2)cc1 (centres undefined)	i	-9	8	1	/	0.8	2	7	0.2	-1
CCOC(=O)N/N=C/c1ccc(C)o1	i	-1	0	10	-4	-0.8	-8	1	-0.7	-4
Nc1nc(NCc2ccccc2Cl)n(-c2ccccc2)n1	i	2	3	6	-12	-0.5	4	-2	-0.5	-1
O=C(NCCCNC(=O)c1cccnc1)c1ccc(Cl)cc1	i	-7	1	0	-5	-0.5	3	3	-0.3	4
CCOc1cccc(CN2CCC(n3nccc3NC(=O)c3ccc4c(c3)OCO4)CC2)c1	i	-5	9	-1	-2	0.0	0	-1	0.1	-2
CCCCn1c(N)c(N(CCC(C)C)C(=O)c2ccc3ccccc3c2)c(=O)[nH]c1=O	i	-3	-3	-1	-8	-1.8	1	19	-0.4	-3
COc1cc(-c2c(C#N)c(N)nc3[nH]c(=S)[nH]c(=O)c23)ccc1O	i	6	18	-5	-1	-3.1	15	0	-0.6	-2
Cc1ccc(S(=O)(=O)C2(C(=O)NCc3ccc4c(c3)OCO4)CC2)cc1	i	-3	1	-7	-7	-1.6	0	1	-0.8	1
NC(=O)C1CCN(C(=O)Nc2ccccc2)CC1	i	1	-3	5	-8	-2.2	-1	-2	-0.1	-4
CCOC(=O)N1CCN(C(=O)c2cc3c(s2)-c2ccccc2OC3)CC1	i	2	6	-1	31	0.7	-21	0	0.8	3
COc1cc(OC)cc(C(=O)Nc2cccc(NC(C)=O)c2)c1	i	-2	4	-3	-5	-0.4	10	0	-1.2	-2
COc1ccc(OC)c(NC(=O)c2nc(-c3ccccc3)oc2C)c1	i	6	-1	4	-26	1.9	3	-2	0.0	3

Sorted by value in SUMO1-SIM PPI (falling): three of the compounds above.
SMILES	Rpn11 block	CSN inh	PABP1 MLLE inh	NadD block	Scp-1 inhibitor	LMPTP block	SUMO1-SIM PPI	DNMT1 inh	Tb MetRS inh	STEP inh
Cc1ccc(S(=O)(=O)C2(C(=O)NCc3ccc4c(c3)OCO4)CC2)cc1	i	-3	1	-7	-7	-1.6	0	1	-0.8	1
C=CCOc1c(Br)cc(/C=N/O)cc1OCC	i	2	-1	-5	2	-0.1	-1	0	0.6	-3
CC(C)C(=O)Nc1cccc(C(=O)NCc2ccc(S(N)(=O)=O)cc2)c1	i	3	-1	-2	-8	-1.1	-3	15	0.0	-8

The listing continues.
SMILES	Rpn11 block	CSN inh	PABP1 MLLE inh	NadD block	Scp-1 inhibitor	LMPTP block	SUMO1-SIM PPI	DNMT1 inh	Tb MetRS inh	STEP inh
c1ccc(Nc2nc(-c3ccncc3)cs2)nc1	i	-2	11	0	0	0.7	-9	-1	-0.8	-1
CS(=O)(=O)N(CC(=O)Nc1ccccc1C(=O)N1CCCC1)c1ccc2c(c1)OCO2	i	-7	11	-5	-3	-1.2	1	-5	-0.5	0
CC(NC(C(=O)c1ccccc1)c1ccccc1)c1ccccc1 (centres undefined)	i	-3	14	-2	3	2.2	-6	-3	-0.3	0
CCn1cc(C(=O)N(C)c2cc(C)ccc2OC)c2cc(OC)c(OC)cc2c1=O	i	-2	5	-3	3	0.2	-2	1	-1.6	1
O=C(NCC(=O)N1CCN(S(=O)(=O)c2cccc(F)c2)CC1)c1ccc(Br)o1	i	-7	4	-4	1	-0.7	0	2	-0.3	-2
COC(=O)CCC(=O)N1CCc2cc(S(=O)(=O)N3CCc4ccccc43)ccc21	i	4	2	-3	-16	-0.4	2	-2	-1.9	1
CCOc1ccc(CC(=O)C2C(=O)CC(C)(C)CC2=O)cc1OCC	i	-6	15	0	-12	-0.5	-2	-2	0.3	2
CC(=O)OCC(O)C1(O)CCC2C3CCC4=CC(=O)CCC4(C)C3C(O)CC21C (centres undefined)	i	-5	-11	0	/	-1.5	-1	-3	-1.0	-1
CCCNC(=O)C1(C)CCN(C(=O)c2ccc(OC)cc2OC)C1 (centres undefined)	i	0	-14	-4	/	-2.0	-5	3	-0.4	0
COc1cc(SC)ccc1C(=O)OCC(=O)NCC(C)C	i	-3	-1	1	-4	0.6	5	0	0.3	2
CCOC(=O)c1cccc(NC(=O)C2CCCN(S(=O)(=O)c3cnc[nH]3)C2)c1 (centres undefined)	i	-5	1	-7	0	-0.2	0	77*	-0.2	-4
COC(=O)C1=CN(c2ccc(C(C)(C)C)cc2)C(N)=C(C#N)C1c1ccc(OC)cc1 (centres undefined)	/	1	/	/	/	4.8	-11	/	-0.9	/
O=C1SCCC1NS(=O)(=O)c1ccc([N+](=O)[O-])cc1 (centres undefined)	i	2	2	-2	43	11	-22	1	-0.1	2
COc1ccc(NC(=O)C2CCCN2S(=O)(=O)c2ccc3c(c2)CCC(=O)N3)cc1 (centres undefined)	i	-2	-8	7	-4	0.0	4	-1	0.8	-2
